Assay outcomes (PubChem)
Bfl-1 Bim block – inhibitors of Bim binding to Bfl-1, primary screen, biochemical, multiplexed, bead-based flow cytometry. Bcl-2-related protein A1 (Homo sapiens), Q16548. Bim-Bfl-1 binding inhibition. inhibition, % at 10 µM. AID 1008, 2008. 190,000 compounds, 0.12% hits;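 note: 0% = wells without compound plus tracer and 100% = blocker peptide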
Bcl-XL Bim block – inhibitors of Bim-Bcl-XL binding, primary screen, biochemical, multiplexed, bead flow cytometry, human Bcl-XL. Bcl-2-like protein 1 (Homo sapiens), Q07817. inhibition, % at 10 µM. Bim peptide-Bcl-XL binding, fluorescence. 190,000 compounds, 0.04% hits
Mcl1 Noxa PPI – Mcl-1/Noxa binding inhibitors, primary screen, biochemical, TR-FRET, 1536-well; Induced myeloid leukemia cell differentiation protein Mcl-1 (Homo sapiens), Q07820; TR-FRET Mcl-1/Noxa peptide binding, 2 h; inhibition, % at 21.7 µM; 220,000 compounds, 1.5% hits; AID 1022, 2008;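 active = compounds that cut the protein-peptide binding signal by more than 50% relative to plate controls in a single-dose test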;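 note: His-tagged Mcl-1 with rhodamine Noxa BH3 peptide and terbium anti-His antibody; 0% = Mcl-1 plus Noxa peptide wells and 100% = peptide-only wells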
Target sequence (Q07820 whole entry, looked up): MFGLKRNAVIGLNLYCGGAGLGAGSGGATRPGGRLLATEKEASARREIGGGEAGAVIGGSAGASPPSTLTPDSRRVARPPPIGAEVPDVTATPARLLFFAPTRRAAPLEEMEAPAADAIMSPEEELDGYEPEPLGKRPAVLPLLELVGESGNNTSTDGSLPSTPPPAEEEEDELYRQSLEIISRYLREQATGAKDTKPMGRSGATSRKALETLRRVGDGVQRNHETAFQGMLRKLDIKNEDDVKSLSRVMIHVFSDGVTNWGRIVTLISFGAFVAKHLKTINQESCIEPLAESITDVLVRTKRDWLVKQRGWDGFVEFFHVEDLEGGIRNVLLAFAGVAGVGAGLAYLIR
Mcl1-Bid inh – Mcl-1/Bid binding inhibitors, primary screen, biochemical, TR-FRET, 1536-well; TR-FRET Mcl-1/Bid-Dy647 peptide binding; inhibition, % at 21.7 µM; 220,000 compounds, 0.97% hits;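 active = compounds that cut the binding signal by more than half at the single screening dose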;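 note: His-tagged Mcl-1 with europium anti-His antibody binding Bid BH3 peptide; 0% = Mcl-1 plus peptide wells and 100% = peptide-only wells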
RGS7-Gao reg – RGS7-Galphao binding modulators, primary screen, biochemical, multiplexed bead flow cytometry; AID 1439, 2008; actives lie on both sides; binding response (% of control), % at 10 µM; Guanine nucleotide-binding protein G(o) subunit alpha (Homo sapiens), P09471; 220,000 compounds, 0.35% hits; in the data active = binding response below about 49% or above about 150%; inconclusive = no clear call, values can overlap the other calls; inactive = in between;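 note: fluorescent Galphao held in activated GDP-AlF4 state binding bead-coupled RGS7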
Target sequence (P09471 whole entry, looked up): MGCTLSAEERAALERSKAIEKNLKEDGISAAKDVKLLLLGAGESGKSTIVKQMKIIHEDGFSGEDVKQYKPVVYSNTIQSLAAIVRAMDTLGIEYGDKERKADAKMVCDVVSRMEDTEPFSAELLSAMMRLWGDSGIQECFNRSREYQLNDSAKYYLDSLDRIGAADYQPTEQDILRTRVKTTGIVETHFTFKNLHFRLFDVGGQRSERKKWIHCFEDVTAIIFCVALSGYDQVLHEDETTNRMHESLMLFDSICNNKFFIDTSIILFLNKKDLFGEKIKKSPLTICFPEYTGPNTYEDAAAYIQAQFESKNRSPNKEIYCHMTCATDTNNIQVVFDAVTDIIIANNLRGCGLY
RGS4-Gao reg – modulators of RGS4 binding to Galphao, primary screen, biochemical, multiplexed bead flow cytometry; Guanine nucleotide-binding protein G(o) subunit alpha (Homo sapiens), P09471; actives lie on both sides; binding response (% of control), % at 10 µM; 220,000 compounds, 0.33% hits; in the data active = binding response below about 49% or above about 150%; inactive = in between;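 note: fluorescent Galphao activated with aluminum fluoride binding bead-coupled RGS4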
RGS8-Gao reg – RGS8-Galphao binding modulators, primary screen, biochemical, multiplexed bead flow cytometry; Guanine nucleotide-binding protein G(o) subunit alpha (Homo sapiens), P09471; 220,000 compounds, 0.34% hits; actives lie on both sides; response (percent of control binding), % at 10 µM; in the data active = response below about 60% or above about 140%; inactive = in between;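 note: Galphao activated as the GDP aluminium fluoride complex binding bead-coupled RGS8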
Bim-Bcl-B – inhibitors of Bim-Bcl-B binding, primary screen, biochemical, multiplexed, human Bcl-2 family; inhibition, % at 10 µM; AID 951, 2007; Bcl-2-like protein 10 (Homo sapiens), Q9HD36; 190,000 compounds, 0.073% hits; bead-based flow cytometry, Bim peptide-Bcl-B binding;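 note: 0% = tracer peptide without compound and 100% = reference inhibitor peptide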
Bim-Mcl-1 – inhibitors of Bim peptide binding to Mcl-1, primary screen, biochemical, bead-based flow cytometry, multiplex. Induced myeloid leukemia cell differentiation protein Mcl-1 (Homo sapiens), Q07820. 190,000 compounds, 0.1% hits. inhibition, % at 10 µM. Bim peptide-Mcl-1 binding;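 note: 0% = no compound tracer wells and 100% = peptide blocker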
Bim-Bcl-W – inhibitors of Bim binding to Bcl-W, primary screen, biochemical, multiplexed, bead-based flow cytometry. Bcl-2-like protein 2 (Homo sapiens), Q92843. Bim peptide-Bcl-W binding. inhibition, % at 10 µM. 190,000 compounds, 0.02% hits;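 note: 0% = bound tracer without compound and 100% = peptide blocker; higher means less fluorescent Bim peptide bound to Bcl-W beads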
Bcl-2 Bim block – inhibitors of Bim-Bcl-2 binding, primary screen, biochemical, multiplexed, human Bcl-2 family. Apoptosis regulator Bcl-2 (Homo sapiens), P10415. inhibition, % at 10 µM. 190,000 compounds, 0.06% hits. AID 950, 2007. Bead-based flow cytometry, Bim peptide-Bcl-2 binding; in the data active = inhibition above about 40%; inconclusive = no clear call, values can overlap the other calls;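 note: 0% = no compound wells with probe peptide and 100% = reference peptide inhibitor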
Target sequence (P10415 whole entry, looked up): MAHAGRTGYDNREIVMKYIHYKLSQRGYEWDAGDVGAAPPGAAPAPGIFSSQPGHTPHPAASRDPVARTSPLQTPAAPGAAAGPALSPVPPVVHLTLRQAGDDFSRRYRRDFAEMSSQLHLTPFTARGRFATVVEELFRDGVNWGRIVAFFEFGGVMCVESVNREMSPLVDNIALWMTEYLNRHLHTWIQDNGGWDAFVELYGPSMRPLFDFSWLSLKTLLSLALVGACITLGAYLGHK
Numbers without * were called inactive; ? = inconclusive; / = not tested or not shown. Cut-off read from the data, not from the text of the source, unless noted: active = inhibition above about 40%.

Below each SMILES: Bim-Bcl-B	Bim-Bcl-W	Mcl1-Bid inh	Bcl-2 Bim block	Mcl1 Noxa PPI	RGS8-Gao reg	RGS7-Gao reg	Bfl-1 Bim block	RGS4-Gao reg	Bim-Mcl-1	Bcl-XL Bim block
> C/C(=N\n1cnnc1)c1ccccc1
    -2	-4	-8	-5	-9	98	94	1	100	-1	-3
> Cc1cc(C)n2nc(N)c(N=Nc3ccc(Cl)cc3)c2n1
    4	0	-54	1	12	101	99	0	101	2	1
> Cc1ccc(C)c(NC(=O)CSc2nc3c(c(=O)n2C)SC(C)C3)c1 (centres undefined)
    -3	0	-44	-1	0	102	104	-3	105	1	-7
> COc1ccnc(NCc2cccnc2)c1C#N
    -8	-2	-10	6	1	101	97	-2	103	-3	-5
> CCCCCCOC(=O)NCC(O)c1ccccc1 (centres undefined)
    -7	-1	-18	-6	6	100	104	-11	103	-1	-7
> Cc1ccc(CN2CCC(c3nc4ccc(Cl)cc4[nH]3)CC2)cc1
    -3	-4	-30	-3	17	111	103	-6	104	-8	-4
> COc1ccc(N=Cc2ccc(CNS(=O)(=O)c3ccc(Cl)cc3)o2)cc1
    2	2	-164	3	22	98	102	-1	96	1	2
> COC(=O)c1ccc(COc2ccc3c(c2)CCC3)o1
    /	/	-7	/	14	97	?	/	95	/	/
> C#CCOCCOCCOCCNc1nc(N2CCOCC2)nc(N2CCN(C(=O)Cn3cc(CCCN=C(N)N)nn3)CC2)n1
    -5	0	8	1	17	102	102	1	102	0	-3
> Cc1[nH]n(-c2cccc3ccccc23)c(=O)c1C=Nc1ccc2[nH]c(=O)[nH]c2c1
    -1	-3	-36	-6	-4	100	97	-9	99	-4	-5
> Cc1cccc(C(=O)O/N=C/c2c(N3CCOCC3)n(C)c3ccccc23)c1
    1	0	-48	-3	12	102	105	-1	100	-1	0
> Cc1cccc(-c2noc(-c3ccc4c(c3)OCO4)n2)c1
    -3	-4	-11	-5	-14	103	99	0	103	-2	0
> Cc1ccnc(NC2OC(=O)c3ccccc32)c1 (centres undefined)
    -3	-5	-2	-2	17	100	100	-1	99	-1	-3
> CCCN(CC1CC1)c1nc(N)c2c(N)nc(OC)cc2c1C#N
    -3	0	-64	-1	-18	104	99	-4	102	2	0
> O=C(C1CC1)N1CCc2cc(Br)cc(S(=O)(=O)NCCCN3CCCC3)c21
    -6	-4	-23	-5	0	97	102	-4	100	-7	-4
> Cc1ccccc1NC(=S)N(Cc1cccnc1)Cc1ccco1
    -6	-3	1	-4	10	101	102	0	100	-3	-4
> O=[N+]([O-])c1cccc(-n2nnnc2CN2CCCC2)c1
    -5	-3	2	-4	3	100	105	-2	107	-1	-4
> CCN(CC)C(=S)SC1=CCS(=O)(=O)C1
    1	0	-14	1	26	105	115	5	109	0	-1
> Clc1ccc(-c2nnnn2-c2ccc(Cl)c(Cl)c2)cc1Cl
    -4	0	16	-2	10	102	96	-1	101	-2	-1
> O=C(Nc1ccc(N2CCOCC2)c(Cl)c1)c1cccnc1Cl
    -3	-2	-23	0	-9	103	101	1	100	0	-1
> C/C(N)=C(/C#N)C(=O)CSc1nc2cc(Cl)ccc2c(=O)n1Cc1ccco1
    -3	0	-24	-3	-19	102	99	-6	99	1	-2
> CS(=O)(=O)N(Cc1nnc(-c2cccs2)o1)c1ccc(Cl)cc1F
    -10	0	-4	-13	-5	103	99	-9	103	0	-3
> O=C(COc1ccccc1Cl)Nn1cnnc1
    0	0	1	-2	19	101	95	-5	93	3	0
> Nc1nc(Nc2ccccc2Cl)cc(=O)[nH]1
    /	/	-80	/	-8	103	?	/	103	/	/
> Cc1ccc(S(=O)(=O)Nc2ccc(NC(=O)/C=C/C(=O)O)cc2)cc1
    -2	0	-26	-2	2	100	?	-4	100	-1	-1
> O=C(c1cccnc1)N1CCN(Cc2ccccc2Br)CC1
    -5	0	39	-10	-8	98	98	-12	96	-5	-3
> O=C(Nc1ccc([N+](=O)[O-])cn1)C1CC2CCC1C2 (centres undefined)
    -4	-3	-4	0	1	99	96	-1	96	-3	0
> OC(CCN1CCCCC1)(c1ccccc1)c1ccccc1
    -3	-3	8	0	24	101	105	-1	104	-1	-3
> Cc1ccc(NC(=S)NCC(C)CSc2ccc(Cl)cc2)cc1 (centres undefined)
    -7	-4	-8	-2	4	96	95	-4	99	-3	-2
> COCc1cc(C)nc(N2CCN(c3ccccc3)CC2)c1C#N
    -7	-4	-9	11	-1	103	102	-3	102	-2	-6
> CCCn1c(-c2ccc(F)cc2)n[nH]c1=S
    -4	-7	-41	-7	15	79	95	-8	97	-12	-10
> COc1ccc(OC)c(/C=N/NC(=O)c2ccc3nc[nH]c3c2)c1
    /	/	9	/	6	103	?	/	102	/	/
> O=C(COC(=O)c1ccccc1O)Nc1cc([N+](=O)[O-])ccc1Cl
    /	/	-5	/	10	98	?	/	100	/	/
> COc1nnc(-c2ccccc2)s1
    -12	-3	-5	0	4	97	100	0	96	-3	-6
> COc1cccc(-c2cc(C(F)(F)F)n3nc(N)nc3n2)c1
    -5	-5	-1	-9	5	105	106	-9	103	-3	-3
> COc1ccc(NS(=O)(=O)c2cc(NC(=O)c3cccs3)ccc2N2CCCC2)cc1
    0	-1	-53	8	22	82	92	4	88	8	1
> FC(F)(F)c1cc(CCN2C(=S)NC[C@@H]2c2ccccc2)cc(C(F)(F)F)c1
    /	/	-65	/	7	104	?	/	104	/	/
> CCN(c1ccccc1)S(=O)(=O)c1cc(NC(=O)CSc2n[nH]c(=O)[nH]c2=O)ccc1Cl
    /	/	1	/	18	103	/	/	104	/	/
> CC(C)C1Oc2ccccc2N(CC(=O)NCCCN2C(C)CCCC2C)C1=O (centres undefined)
    -8	0	-30	-13	19	103	102	-14	105	-6	-7
> O=C(/C=C/c1ccc2c(c1)OCO2)N1CCN(c2ccccc2F)CC1
    -8	-5	4	-5	13	82	95	-3	96	-3	-7
> O=C(NCCN1CCCCCC1)C1CCC(CNS(=O)(=O)c2cccc3cccnc23)CC1 (centres undefined)
    -3	1	-12	-3	13	102	103	-5	104	-2	-2
> Nc1nc(SCC(=O)c2cccc([N+](=O)[O-])c2)n[nH]1
    -13	-4	-21	-1	24	91	99	2	98	-4	-7
> CC(C)(C)CC(=O)Nc1cccc2c1CCCC2
    2	-1	-3	-2	5	84	95	-2	91	-5	1
> CCOC(=O)C1=C(C)N=c2s/c(=C3\C(=O)Nc4ccccc43)c(=O)n2C1c1ccc2c(c1)OCO2 (centres undefined)
    2	4	-29	8	12	77	93	4	96	0	-1
> CCc1cc(C(=O)N/N=C/c2c(C)[nH]c3ccccc23)cs1
    -6	-1	-97	-3	23	88	99	-1	97	-3	-5

One compound at a time (already shown). Order of values: Bim-Bcl-B | Bim-Bcl-W | Mcl1-Bid inh | Bcl-2 Bim block | Mcl1 Noxa PPI | RGS8-Gao reg | RGS7-Gao reg | Bfl-1 Bim block | RGS4-Gao reg | Bim-Mcl-1 | Bcl-XL Bim block
Profile of COc1ccc(NS(=O)(=O)c2cc(NC(=O)c3cccs3)ccc2N2CCCC2)cc1 = 0 | -1 | -53 | 8 | 22 | 82 | 92 | 4 | 88 | 8 | 1
Profile of CCCn1c(-c2ccc(F)cc2)n[nH]c1=S = -4 | -7 | -41 | -7 | 15 | 79 | 95 | -8 | 97 | -12 | -10
Profile of COc1ccc(OC)c(/C=N/NC(=O)c2ccc3nc[nH]c3c2)c1 = / | / | 9 | / | 6 | 103 | ? | / | 102 | / | /
Profile of Nc1nc(SCC(=O)c2cccc([N+](=O)[O-])c2)n[nH]1 = -13 | -4 | -21 | -1 | 24 | 91 | 99 | 2 | 98 | -4 | -7
Profile of CC(C)C1Oc2ccccc2N(CC(=O)NCCCN2C(C)CCCC2C)C1=O (centres undefined) = -8 | 0 | -30 | -13 | 19 | 103 | 102 | -14 | 105 | -6 | -7

Later entries:
Below each SMILES: Bim-Bcl-B	Bim-Bcl-W	Mcl1-Bid inh	Bcl-2 Bim block	Mcl1 Noxa PPI	RGS8-Gao reg	RGS7-Gao reg	Bfl-1 Bim block	RGS4-Gao reg	Bim-Mcl-1	Bcl-XL Bim block
> O=C1CCCN1CCC1CCN(C(=O)Nc2ccccc2)CC1
    -10	4	-20	-12	6	100	96	-12	95	-2	-4
> O=C(NC(=S)N1CCN(c2ccccn2)CC1)c1ccccc1
    -17	-6	-15	1	-4	101	99	2	97	-2	-5
> COc1cccc(NC(=S)N2CCN(c3ccccn3)CC2)c1
    0	0	-47	5	-12	102	97	3	97	0	2
> CC1(C)CC(=O)C(C=NC2CC(C)(C)NC(C)(C)C2)=C(O)C1
    -3	-3	-8	0	-2	93	91	0	97	0	-3
> FC(F)Sc1nnc(-c2cccs2)n1-c1ccccc1
    0	10	-21	-4	-1	104	105	-6	104	9	-1
> c1ccc(N2CCN(c3ccccc3)C2c2cccs2)cc1
    -6	4	-18	-5	10	101	99	-13	97	0	-3
> Cn1c(N2CCN(c3ccccn3)CC2)nc2c1c(=O)n(Cc1ccc(Cl)cc1)c(=O)n2C
    -7	0	-17	-1	9	96	100	-2	99	-1	0
> O=C(NCCCn1ccnc1)/C(=C/c1cccnc1)NC(=O)c1ccco1
    /	/	-29	/	-15	98	?	/	105	/	/
> O=C(NC1CCS(=O)(=O)C1)c1ccccc1C(=O)c1ccccc1 (centres undefined)
    -5	-2	-21	-9	-4	103	103	-23	104	-3	-6
> COC(=O)c1cccc(/C=N/NC(N)=S)c1O
    /	/	-25	/	20	99	?	/	99	/	/
> O=C(CCc1nnc(CCc2ccccc2)o1)N1CCCCC1CCn1cccn1 (centres undefined)
    -2	0	-5	-3	-24	102	100	-5	98	-5	-2
> CCOCc1nnc(NC(=O)CSc2ccc(C)cc2)s1
    -2	0	-7	2	9	101	95	1	102	0	0
> Cc1ccc(C(=O)Nc2nncs2)cc1S(=O)(=O)N1CCOCC1
    -11	0	2	-7	19	96	100	-17	93	-1	-3
> CC(=O)c1c(C)nn(-c2ccccc2)c1C
    /	/	25	/	9	98	?	/	96	/	/
> COc1ccccc1NS(=O)(=O)c1ccc(O)c(C(=O)OCC(=O)Nc2ccccc2F)c1
    -4	-3	3	-6	-2	100	?	-8	101	0	-4
